Assay outcomes from PubChem BioAssay.
GoLoco inh red: qHTS Assay for Inhibitors of RGS12 GoLoco Motif Activity (Red Fluorophore). Gai1:RGS12 GoLoco peptide FP, rhodamine, 10 min. Potency, µM (series often up to 61.6 µM), inactives show top-dose activity, negative = inhibition, hits mostly inhibitors. 0.44% of 230,000 active. AID 880, 2007; active = well fitted inhibition curve with a large enough effect, not every such curve was filed as active; inactive = no such curve, though single readings can be large or run the other way; note: nearly all actives have a fitted effect of over 30% in size; many of its hits are not listed in these tables
GAA spleen mod: qHTS Assay for Inhibitors and Activators of Human alpha-Glucosidase From Spleen Homogenate; Lysosomal alpha-glucosidase (Homo sapiens), P10253; human spleen homogenate, 4-MU-alpha-glucoside fluorescence; Potency, µM (doses to about 79.9 µM), inactives show at the highest dose activity change, negative = inhibition, actives largely listed as inhibitors; 0.006% of 240,000 active; AID 2112, 2009;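 note: 0% = enzyme with vehicle and -100% = no enzyme basal signal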
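Enzyme source: human spleen homogenate, 1 ug/well. Buffer 50 mM citric acid/K phosphate pH 5.0, 0.01% Tween-20. 4-MU-alpha-glucoside 1 mM; 37 C x 40 min; NaOH/glycine stop; fluorescence.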
RECQ1 helicase: qHTS Assay for Inhibitors of RecQ-Like Dna Helicase 1 (RECQ1); ATP-dependent DNA helicase Q1 (Homo sapiens), P46063; RECQ1 DNA unwinding, red fluorescence kinetic read; Potency, µM (highest dose often 57.3 µM), inactives show at the top dose activity, negative = inhibition, usual class: inhibitors; 0.54% of 240,000 active; AID 2549, 2010;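 note: plate controls were vehicle for no effect and no enzyme for full effect; nearly all actives have a fitted effect of over 30% in size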
Target sequence (P46063 whole entry, looked up): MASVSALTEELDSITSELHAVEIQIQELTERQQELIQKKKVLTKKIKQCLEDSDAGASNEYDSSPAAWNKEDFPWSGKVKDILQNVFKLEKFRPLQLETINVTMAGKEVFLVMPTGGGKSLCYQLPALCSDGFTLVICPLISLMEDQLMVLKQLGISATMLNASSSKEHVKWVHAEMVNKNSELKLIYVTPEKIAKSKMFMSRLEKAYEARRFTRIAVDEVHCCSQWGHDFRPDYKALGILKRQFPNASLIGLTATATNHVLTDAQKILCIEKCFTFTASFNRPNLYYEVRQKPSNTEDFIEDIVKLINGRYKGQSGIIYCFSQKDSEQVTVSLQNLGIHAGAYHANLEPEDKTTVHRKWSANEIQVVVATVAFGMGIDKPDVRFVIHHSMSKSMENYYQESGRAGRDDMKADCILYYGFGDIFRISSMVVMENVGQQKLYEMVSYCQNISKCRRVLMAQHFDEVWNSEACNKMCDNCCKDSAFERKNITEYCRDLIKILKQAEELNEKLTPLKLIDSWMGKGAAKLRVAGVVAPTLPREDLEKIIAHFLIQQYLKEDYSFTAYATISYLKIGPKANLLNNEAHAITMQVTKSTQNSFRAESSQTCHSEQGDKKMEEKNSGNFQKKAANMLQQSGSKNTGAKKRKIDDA
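RECQ1T1 50 nM; forked duplex (20 bp + 30-nt ss tails) 200 nM, ATP 2 mM final; pH 8.0, 2 mM MgCl2, 2.5 ug/ml poly(dI-dC); 15 min compound preincubation; discontinuous kinetic read over 2 h at RT.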
TRb SRC2 PPI: qHTS for Inhibitors of the Interaction of Thyroid Hormone Receptor and Steroid Receptor Coregulator 2 | TRbeta-SRC2 peptide binding, fluorescence polarization; receptor liganded with 1 µM T3 | Potency, µM (highest dose often 106 µM), without a hit: top-dose activity change, negative = inhibition, hits mostly inhibitors | AID 1469, 2008 | 0.065% of 280,000 active;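 note: plate controls were bound peptide for no effect and peptide without receptor for full effect; nearly all actives have a fitted effect of over 50% in size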
Target sequence (P10828 whole entry, looked up): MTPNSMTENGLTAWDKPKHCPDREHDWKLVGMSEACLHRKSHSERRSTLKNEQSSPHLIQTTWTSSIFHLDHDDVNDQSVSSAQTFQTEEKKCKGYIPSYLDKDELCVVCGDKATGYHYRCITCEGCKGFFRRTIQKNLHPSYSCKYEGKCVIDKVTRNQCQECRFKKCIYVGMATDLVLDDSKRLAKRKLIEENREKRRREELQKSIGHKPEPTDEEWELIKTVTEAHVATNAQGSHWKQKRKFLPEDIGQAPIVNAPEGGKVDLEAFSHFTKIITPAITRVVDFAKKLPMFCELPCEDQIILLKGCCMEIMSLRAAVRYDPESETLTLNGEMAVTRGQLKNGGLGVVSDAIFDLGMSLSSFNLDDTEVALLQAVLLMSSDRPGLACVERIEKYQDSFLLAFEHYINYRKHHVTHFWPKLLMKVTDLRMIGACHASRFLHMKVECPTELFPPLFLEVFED
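Fluorescence polarization of 20 nM Texas Red SRC2 peptide with 0.6 uM human TRb ligand-binding domain, in Tris buffer with 1uM T3 and 5% DMSO. Incubated 5 hr ambient; normalized to unbound and bound controls.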
GAA glycogen mod: qHTS Assay for Inhibitors and Activators of Human alpha-Glucosidase Cleavage of Glycogen | Lysosomal alpha-glucosidase (Homo sapiens), P10253 | recombinant GAA, glycogen substrate, Amplex Red glucose oxidase fluorescence | Potency, µM (doses to about 76.4 µM), inactives show top-dose activity change, negative = inhibition, most hits filed as inhibitors | 0.38% of 300,000 active;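 note: 0% = full enzyme reaction and -100% = no-enzyme basal signal; the screen sought inhibitors and activators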
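Recombinant human alpha-glucosidase (4 nM final) hydrolysed bovine liver glycogen (30 ug) for 40 min at 37 C in pH 5.0 citrate/phosphate with 0.01% Tween-20. Released glucose detected by glucose oxidase/Amplex Red, Ex 573/Em 610 nm. Compounds up to 77 uM; AC50 from Hill fits.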
TR SRC2 fluor cs: Total Fluorescence Counterscreen for Inhibitors of the Interaction of Thyroid Hormone Receptor and Steroid Receptor Coregulator 2. TRb/SRC2 Texas Red total fluorescence interference. Potency, µM (top dose mostly 106 µM), inactives show at the highest dose fluorescence change, negative = quenching. 0.29% of 280,000 active; active = well fitted curve in either direction with a large enough effect; inconclusive = small, poorly fitted or top-dose-only effect
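Human TRb ligand-binding domain at 0.6 uM with 20 nM Texas Red SRC2 peptide in Tris buffer containing 1 uM T3 and 5% DMSO, incubated with compound 5 h at ambient temperature. Total fluorescence (555/632 nm) calculated as parallel + 2 × perpendicular.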
L3MBTL1 block: qHTS Assay for the Inhibitors of L3MBTL1; AlphaScreen L3MBTL1–H3K9me1 peptide binding; Potency, µM (titrated, usually from 57.1 µM), without a hit: at the top dose activity, negative = inhibition, actives largely listed as inhibitors; 0.66% of 230,000 active; note: nearly all actives have a fitted effect of over 60% in size
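L3MBTL1 50 nM + b-AHA-H3(1-15)K9me1 75 nM, 30 min RT; compound added, 30 min RT; streptavidin donor/Ni-chelate acceptor beads 10 ug/mL each final, 30 min RT dark; AlphaScreen read.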
* = called active by the depositor; i = inactive; ? = inconclusive; . = no result given; [ ] = another dose, or the depositor's remark. Unless noted, calls come from the whole dose curve; as a rule, active = well fitted curve in the direction sought with a large enough effect; inconclusive = small, poorly fitted or top-dose-only effect, or another doubt; inactive = no such curve, though single readings can be large; an effect the other way counts as inactive or inconclusive. Unless noted, % is set by controls: 0 for no effect and ±100 for the full control effect; potency is the fitted concentration of half-maximal effect. Not all compounds are listed; rates above refer to the full screens.

The first two entries, to show the layout:
Results follow in this order: GoLoco inh red, GAA spleen mod, RECQ1 helicase, TRb SRC2 PPI, GAA glycogen mod, TR SRC2 fluor cs, L3MBTL1 block
COc1ccc(-c2nc(CN3C(=O)CN=C(c4ccccc4)c4ccccc43)c(C)o2)cc1OC
→ ., ., ., -2%, -1%[76.3 µM], -1%, .
COc1ccc(CCNC(=O)CCS(=O)(=O)c2ccc3c(c2)oc(=O)n3C)cc1OC
→ ., ., ., -7%, -5%[76.3 µM], ?, .

The listing (from the top)
Results follow in this order: GoLoco inh red, GAA spleen mod, RECQ1 helicase, TRb SRC2 PPI, GAA glycogen mod, TR SRC2 fluor cs, L3MBTL1 block
COc1ccc(-c2nc(CN3C(=O)CN=C(c4ccccc4)c4ccccc43)c(C)o2)cc1OC
→ ., ., ., -2%, -1%[76.3 µM], -1%, .
COc1ccc(CCNC(=O)CCS(=O)(=O)c2ccc3c(c2)oc(=O)n3C)cc1OC
→ ., ., ., -7%, -5%[76.3 µM], ?, .
N#Cc1cc2c(nc1SCC(=O)Nc1ccc(F)c(Cl)c1)C1CCN2CC1
→ ., ., ., 5%, 3%[76.3 µM], -6%, .
O=C(COc1ccccc1Cl)N1CCN(CCc2ccncc2)CC1
→ ., ., ., -7%, 4%[76.3 µM], 3%, .
Cc1cccc(-n2c(/C=C/c3c[nH]c4ccccc34)nc3ccccc3c2=O)c1
→ ., ., ., 7%, 13%[76.3 µM], 2%, .
Cc1c(Cl)cccc1NC(=O)CN1C(=O)C(C)N=C(c2ccccc2)c2ccccc21 (configuration not stated)
→ ., ., ., 7%, 16%[76.3 µM], 0%, .
CN(C(=O)CSc1nc2ccc(NC(=O)COc3ccccc3)cc2s1)c1ccccc1
→ ., ., ., 3%, -6%[76.3 µM], ?, .
O=C(Cn1cc(C(=O)c2ccccc2)c2ccccc21)Nc1ccc(Br)cc1
→ ., ., ., -2%, 12%[76.3 µM], 3%, .
Cc1ccc(OCC(=O)N2CCN(CCc3ccncc3)CC2)cc1C
→ ., ., ., -6%, 16%[76.3 µM], 4%, .
Cc1cc(C)cc(OCC(=O)Nc2ccc(-c3nc4ccccc4s3)cc2)c1
→ ., ., ., 3%, 17%[76.3 µM], ?, .
CCN(CC)CCSc1nc2ccccc2c(=O)n1-c1ccc(Cl)cc1
→ ., ., ., -8%, -10%[76.3 µM], 2%, .
Fc1ccc(N2CCN(c3ncnc4c3nc3n4CCCCC3)CC2)cc1
→ ., ., ., -1%, -6%[76.3 µM], ?, .
CCCCCc1nc2ccccc2c(=O)n1-c1ccc(C)cc1
→ ., ., ., 4%, 15%[76.3 µM], 1%, .
CCOc1ccc(-c2nc3cc(NC(=O)COc4cccc(C)c4)ccc3o2)cc1
→ ., ., ., ?, 3%[76.3 µM], 14µM*[quencher], .
Cc1ccc(CNC(=O)CCCn2c(=O)c3sccc3n(CC(=O)Nc3c(C)cccc3C)c2=O)cc1
→ ., ., ., 3%, 14%[76.3 µM], 3%, .
O=c1c2ccccc2nc(/C=C/c2ccccc2O)n1-c1ccc(Br)cc1
→ ., ., ., -6%, 13%[76.3 µM], -25%, .
CCC(=O)N1CC(=O)Nc2ccc(C)cc2C1c1ccc(F)cc1 (configuration not stated)
→ ., ., ., -8%, 8%[76.3 µM], -3%, .
CCN(CC)C(=O)c1ccc(NC(=O)CCn2nc(-c3ccc(C)cc3)c3ccccc3c2=O)cc1
→ ., ., ., 5%, 1%[76.3 µM], -6%, .
O=C(Oc1ccccc1)N1CCC2(CCCN(Cc3nccs3)C2)CC1
→ 8%, 13%, i, ., ., ., .
CC(C)CN1CC[C@@]2(CCCN(C(=O)Oc3ccccc3)C2)C1
→ 5%, 0%, -3%, ., ., ., .
CN1CCC2(CC1)CCN(C(=O)c1ccco1)CC2
→ 1%, 4%, -5%, ., ., ., .
O=C(Nc1cccc(F)c1)N1CCCC2(CCN(C(=O)Oc3ccccc3)CC2)C1
→ 3%, -10%, -8%, ., ., ., .
CN1CCCC2(CCN(C(=O)Oc3ccccc3)CC2)C1
→ 6%, -8%, -3%, ., ., ., .
CN1CCCC2(CCN(C(=O)c3ccncc3)CC2)C1
→ 3%, 10%, -6%, ., ., ., .
CC(C)CN1CCCC2(CCN(C(=O)c3ccncc3)CC2)C1
→ 9%, -8%, -3%, ., ., ., .
c1ccc(N2CC3(CCNCC3)C2)nc1
→ 9%, 7%, i, ., ., ., .
O=C(Nc1ccccc1)N1CCCC2(CCN(C(=O)Oc3ccccc3)CC2)C1
→ -1%, -1%, -19%, ., ., ., .
CC(C)NC(=O)N1CCC2(CCNCC2)CC1
→ -2%, 10%, -4%, ., ., ., .
CC(C)CN1CCC2(CC1)CCN(S(C)(=O)=O)CC2
→ -1%, -10%, -1%, ., ., ., .
c1cc(CN2CC3(CCNCC3)C2)ccn1
→ 8%, -6%, i, ., ., ., .

5 records picked at random from the list so far, as already listed:
Results follow in this order: GoLoco inh red, GAA spleen mod, RECQ1 helicase, TRb SRC2 PPI, GAA glycogen mod, TR SRC2 fluor cs, L3MBTL1 block
CN1CCC2(CC1)CCN(C(=O)c1ccco1)CC2
→ 1%, 4%, -5%, ., ., ., .
CN1CCCC2(CCN(C(=O)Oc3ccccc3)CC2)C1
→ 6%, -8%, -3%, ., ., ., .
CC(C)CN1CCCC2(CCN(C(=O)c3ccncc3)CC2)C1
→ 9%, -8%, -3%, ., ., ., .
O=C(Nc1ccccc1)N1CCCC2(CCN(C(=O)Oc3ccccc3)CC2)C1
→ -1%, -1%, -19%, ., ., ., .
CC(C)NC(=O)N1CCC2(CCNCC2)CC1
→ -2%, 10%, -4%, ., ., ., .

The listing continues:
Results follow in this order: GoLoco inh red, GAA spleen mod, RECQ1 helicase, TRb SRC2 PPI, GAA glycogen mod, TR SRC2 fluor cs, L3MBTL1 block
O=C(Nc1cccc(F)c1)N1CCC2(CC1)CCN(C(=O)Oc1ccccc1)CC2
→ 0%, -2%, -10%, ., ., ., .
COc1cc(N2C(=O)CC(=O)NC2=O)cc(OC)c1OC
→ ., ., ., ., ., ., 38%[activator]
O=[N+]([O-])O[C@H]1CO[C@H]2[C@@H]1OC[C@H]2O[N+](=O)[O-]
→ ., ., ., ., ., ., -7%
COc1ccc(CCNCc2cccn2C)cc1
→ ., ., ., ., ., ., -7%
COc1cc(O)cc2c1cc([N+](=O)[O-])c1c(C(=O)O)cc3c(c12)OCO3
→ ., ., ., ., ., ., -5%
COC(=O)C1=C(c2ccc(F)cc2OCc2ccccc2)C[C@@H]2CC[C@H]1N2C(=O)NCC1CC1
→ ., ., ., ., ., ., -4%
CCN(C(=O)COC(=O)c1cn(C)c2ccccc12)c1ccc(F)cc1
→ ., ., ., ., ., ., -3%
COc1ccc2c3c1OC1C(=O)CC[C@@]4(O)[C@@H](C2)N(CC2CC2)CC[C@]314 (some centres not stated)
→ ., ., ., ., ., ., -11%
COC(=O)C1=C(c2c(C)noc2C)C[C@@H]2CC[C@H]1N2C(=O)NC1CCCCC1
→ ., ., ., ., ., ., 5%
COC(=O)C1=C(c2ccc(F)cc2OCc2ccccc2)C[C@@H]2CC[C@H]1N2C(=O)NCCNC(C)=O
→ ., ., ., ., ., ., 4%
CC1=CC(=O)C2=C(C)C[C@H](O)[C@@H]3[C@H](OC(=O)[C@H]3C)[C@@H]12
→ ., ., ., ., ., ., -9%
C[C@]12CC[C@H](O)CC1=CCC1C2CC[C@@]2(C)C1C[C@@H]1CC(=O)O[C@@H]12 (some centres not stated)
→ ., ., ., ., ., ., 2%
CC[C@]12CC[C@H](O)CC1=CCC1C2CC[C@]2(C)C(=O)CCC12 (some centres not stated)
→ ., ., ., ., ., ., 7%
Clc1ccc(C[n+]2c(-c3ccccc3)cc(-c3ccccc3)cc2-c2ccccc2)cc1
→ ., ., ., ., ., ., -6%
C=CC[C@@H](C)CC(=O)C(CCCN=[N+]=[N-])SOOc1ccccc1 (some centres not stated)
→ ., ., ., ., ., ., 27%
COC(=O)C1=C(c2ccc(F)cc2OCc2ccccc2)C[C@@H]2CC[C@H]1N2C(=O)NCc1ccc2[nH]ccc2c1
→ ., ., ., ., ., ., -10%
Cc1ncc2n1-c1ccc(Cl)cc1C(c1ccccc1F)=NC2
→ ., ., ., ., ., ., -3%
C[C@]12CC[C@H](O)C[C@H]1CC[C@@H]1[C@@H]2CC[C@]2(C)[C@@H](C3=CC(=O)OC3)CC[C@]12O
→ ., ., ., ., ., ., 3%
COC(=O)C1=C(c2ccc(OC(F)(F)F)cc2)C[C@@H]2CC[C@H]1N2C(=O)N1CCC(O)CC1
→ ., ., ., ., ., ., 6%
COC(=O)C1=C(c2cccc(OCc3ccccc3)c2)C[C@@H]2CC[C@H]1N2C(=O)NCCN1CCOCC1
→ ., ., ., ., ., ., 4%
COc1ccc(/C=C/C(=O)NC(=S)N2C[C@H]3C[C@H](C2)c2cccc(=O)n2C3)cc1
→ ., ., ., ., ., ., 10%
c1ccc(C2(N3CCCCC3)CCCCC2)cc1
→ ., ., ., ., ., ., -24%
c1cc2c(cc1C1OCC3C(c4ccc5c(c4)OCO5)OCC13)OCO2 (configuration not stated)
→ ., ., ., ., ., ., -4%
COC(=O)C1=C(c2ccc(OC(F)(F)F)cc2)C[C@@H]2CC[C@H]1N2C(=O)N1CCOCC1
→ ., ., ., ., ., ., 2%

Record cards, as listed above. Order of values: GoLoco inh red, GAA spleen mod, RECQ1 helicase, TRb SRC2 PPI, GAA glycogen mod, TR SRC2 fluor cs, L3MBTL1 block
Listed for CCCCCc1nc2ccccc2c(=O)n1-c1ccc(C)cc1 = ., ., ., 4%, 15%[76.3 µM], 1%, .
Listed for CCN(C(=O)COC(=O)c1cn(C)c2ccccc12)c1ccc(F)cc1 = ., ., ., ., ., ., -3%
Listed for O=C(Nc1cccc(F)c1)N1CCC2(CC1)CCN(C(=O)Oc1ccccc1)CC2 = 0%, -2%, -10%, ., ., ., .
Listed for COc1ccc(CCNCc2cccn2C)cc1 = ., ., ., ., ., ., -7%
